Ins promoter up: MIN6 insulin promoter up-regulation; MIN6 insulin promoter-GFP reporter, high-content imaging; active compounds read high; z-score at 5 µM; 0.3% of 190,000 active;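 active = z-score above 3 at 5 µM with at least 500 cells counted in the well; inconclusive = wells under 500 cells, flagged as cytotoxic or low count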
b-catenin transl: beta-catenin nuclear translocation modulation. HeLa beta-catenin nuclear translocation, immunofluorescence imaging. AID 1665. nuclear translocation activity, % at 5 µM. 0.3% of 190,000 active;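 active = nuclear translocation activity above 50% at 5 µM, with a well cell count of 50 or more; inconclusive = wells under 50 cells across six images, flagged as toxic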;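 note: per-cell ratio of nuclear to cytoplasmic median beta-catenin stain intensity; plate controls were DMSO negative control for no effect and GSK-3 inhibitor IX positive control for full effect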
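Technique: fluorescence imaging of beta-catenin antibody stain plus DAPI / Material: human HeLa cell line / Incubation: compound treatment 24 h, 37°C, 5% CO2 / Read-out basis: % activation of per-cell nuclear versus cytoplasmic median beta-catenin signal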
PMI inhibitors: inhibitors of human PMI, primary screen, biochemical, fluorescence intensity, coupled assay (AID 1209) | inhibition, % at 20 µM; hits with a dose series show IC50 in µM | purified PMI enzyme, coupled fluorescence intensity; higher % means a stronger effect | 0.42% of 190,000 active;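 note: plate controls were DMSO vehicle for no effect and wells lacking substrate for full effect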
Yfh1-off respiration: mitochondrial function rescue without frataxin homolog – Friedreich's ataxia, plus single-dose screen, dose response (AID 1465); S. cerevisiae Yfh1-off respiration, WST-1 reduction, 72 h; higher fold induction means a stronger effect; fold induction at 50 µM, or EC50 in µM where a hit was titrated; 0.074% of 220,000 active;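 active = fold induction of absorbance versus untreated yeast above a set limit, then at least 30% activation at any dose in follow-up; inconclusive = repeats straddling the limit, or above it without dose testing; inactive = fold induction below the set limit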;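 note: activators that raise dye reduction in frataxin-depleted yeast; strong numbers were not always called active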
WT yeast gro inh: growth inhibition of WT yeast, mitochondrial fusion screen; inhibition, % at 10 µM; mitochondrial fusion phenotypic screen, WT strain; 2.1% of 190,000 active; in the data active = inhibition above about 58%; tested in S. cerevisiae
PMI inhibition: MPI inhibition at elevated mannose 6-phosphate – biochemical, fluorescence intensity, high mannose 6-phosphate, primary screen (AID 1220); 0.66% of 190,000 active; one-dose inhibition, % at 20 µM; IC50 in µM for titrated hits; recombinant PMI enzyme, coupled fluorescence intensity; higher % means a stronger effect
Autophagy HCS: alters autophagy in cells; 0.98% of 190,000 active; MEF GFP-LC3 puncta imaging; test concentration mostly 10 µM; calls only at 10 µM (by protocol);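 active = percentage of spot-positive cells more than 3 SD above its plate mean, without a fluorescence outlier flag or 80% toxicity; inconclusive = no clear call, values can overlap the other calls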;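 note: spot-positive cell cutoff set from DMSO-treated cells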
MT stabilizer: microtubule stabilization, imaging screen; AID 2205; 0.83% of 200,000 active; % tubulin-high responders, % at 10 µM; HeLa tubulin immunostaining HCS, 24 h; share of cells brighter than vehicle mean+2SD;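 active = plate Z-score above 3 for both tubulin-high and condensed-nucleus cell shares, with cell loss under 80%, at 10 µM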;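 note: anti alpha tubulin signal scored within the nucleus-defined area of each cell; some results filed as inactive read as strong as hits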
Dynein transport: dynein cargo transport inhibition; 3617.4 mouse cells, GR-EGFP nuclear translocation imaging; test concentration mostly 20 µM; stimulated with dexamethasone, 1 µM; active compounds read low; z-score, hits read low; 0.47% of 220,000 active; AID 1381;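 active = plate z-score of nuclear minus cytoplasmic receptor signal below a set negative limit, without overly bright fluorescence or cell loss, cut at about -3.5 in these data, passing the limit was not always enough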;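 note: z-score of nuclear minus cytoplasmic ring GR-EGFP intensity difference per well; some compounds called inactive have numbers as strong as hits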
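Buffer or medium: tet-free medium with charcoal-stripped serum / Also added: dexamethasone agonist, 1.0 µM final, for 30 min / Timing: induction 48 h, compound 1 h, agonist 30 min / Measured by: high-content fluorescence imaging after fixation / Read-out: nuclear-to-cytoplasmic GR-EGFP distribution per well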
WT yeast gro inh mutant strain: further read-out of WT yeast gro inh, marked with its call; inhibition, %; mitochondrial fusion phenotypic screen, mutant strain inhibition
Dynein transport cytoplasmic EGFP: recorded beside Dynein transport, whose call it bears; z-score; measured here: cytoplasmic GR-EGFP intensity; active compounds read high
Dynein transport nuclear GR-EGFP: recorded beside Dynein transport, whose call it bears; z-score; measured here: nuclear GR-EGFP intensity;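 lower value marks the stronger effect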
Dynein transport cell count: recorded beside Dynein transport, whose call it bears; z-score; measured here: cell count per field
Ins promoter up cell count: second read-out of Ins promoter up, no call of its own (marks repeat the call); cell count; measured here: cytotoxicity, nuclei count;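 total cells summed across four imaged fields per well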
b-catenin transl cell count 5 µM: also measured in b-catenin transl; calls as there; cell count; measured here: cell count, cytotoxicity flag
MT stabilizer Hoechst-high %: second read-out of MT stabilizer, no call of its own (marks repeat the call); % Hoechst-high responders; measured here: nuclear condensation Hoechst responders;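 share of cells brighter than vehicle mean plus two SD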
MT stabilizer cytotoxicity %: further read-out of MT stabilizer, marked with its call; toxicity, %; measured here: cytotoxicity by cell density;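 0% = mean cell density of plate MIN control wells and 100% = no cells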
Autophagy HCS cell loss 18 h: recorded beside Autophagy HCS, whose call it bears; toxicity, %; measured here: cell loss, nuclei count;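 cell loss after 18 h compound exposure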
Numbers without * were called inactive; i = inactive; ? = inconclusive; nt = not tested or not shown. Cut-off read from the data, not from the text of the source, unless noted: active = inhibition above about 50%; inactive = the rest.

SMILES | Ins promoter up | Ins promoter up cell count | b-catenin transl | b-catenin transl cell count 5 µM | PMI inhibitors | Yfh1-off respiration | WT yeast gro inh | WT yeast gro inh mutant strain | PMI inhibition | Autophagy HCS | Autophagy HCS cell loss 18 h | MT stabilizer | MT stabilizer Hoechst-high % | MT stabilizer cytotoxicity % | Dynein transport | Dynein transport cytoplasmic EGFP | Dynein transport nuclear GR-EGFP | Dynein transport cell count
CC(C)Cn1c(N)c(C(=O)COC(=O)CC23CC4CC(CC(C4)C2)C3)c(=O)n(C)c1=O | ? | nt | nt | nt | 16% | i | 85* | 37* | 13% | i | 7 | 2.0 | 1.1 | 8.1 | -0.82 | -0.29 | -0.25 | 0.47
CC(NCCC1(C(C)C)CCOC(C)(C)C1)c1cccs1 (stereo unspecified) | 0.54 | 1138 | -1.1 | 1289 | nt | i | nt | nt | nt | nt | nt | nt | nt | nt | -0.97 | -0.26 | 0.099 | 0.67
O=C(O)CC(NS(=O)(=O)c1ccc(Br)cc1)c1ccco1 (stereo unspecified) | -1.2 | 1375 | -1.2 | 893 | -5% | i | -36 | 11 | -4% | i | -4 | 4.7 | 2.5 | 4.1 | -0.49 | -0.17 | 0.0019 | 0.22
COCCn1cnnc1SCC(=O)Nc1ccc(Br)cc1F | -0.46 | 1163 | 4.2 | 1021 | 1% | i | 15 | 4 | -1% | i | -6 | 3.4 | 1.8 | 5.4 | 0.3 | -0.21 | 0.22 | 0.21
COCCN(CCOC)S(=O)(=O)c1ccc(Cl)nc1 | 0.13 | 1093 | 0.9 | 1310 | nt | i | nt | nt | nt | nt | nt | nt | nt | nt | 0.57 | -0.29 | 0.16 | -0.25
COC1CCCCC1Nc1ccc(C)c(C)c1 (stereo unspecified) | nt | nt | 2.3 | 468 | -1% | i | -15 | -8 | -3% | i | 6 | 3.6 | 3.6 | 7.7 | -0.88 | -0.26 | -0.63 | 0.59
O=c1[nH]nc(SCc2nnc(-c3cccc(Cl)c3)o2)n1C1CCCCC1 | 0.11 | 914 | -0.5 | 1314 | nt | i | nt | nt | nt | nt | nt | nt | nt | nt | -0.38 | -0.23 | 0.15 | 0.28
O=C(O)c1cccc(NC(=O)c2cn(-c3ccccc3)nc2-c2cc3ccccc3o2)c1 | -0.37 | 1488 | 1.4 | 1010 | 10% | i | -39 | -28 | 3% | i | -4 | 1.7 | 2.4 | 6.1 | 0.024 | -0.14 | -0.085 | -0.43
CN(C)c1ccc(/C=C2/C(=O)N(c3ccc([N+](=O)[O-])cc3)N=C2N2CCOCC2)cc1 | 0.03 | 1456 | -2.5 | 1497 | 11% | i | 17 | 10 | 35% | i | -5 | 1.2 | 1.1 | 7.1 | -0.0027 | -0.15 | -0.0097 | -0.0029
CCOc1cc(/C=N/NC(=O)c2cc(C)n(-c3ccc(F)cc3)c2C)ccc1O | -0.96 | 1425 | -0.9 | 1118 | nt | i | nt | nt | nt | nt | nt | nt | nt | nt | -0.73 | -0.26 | -0.32 | 0.77
CCOC(=O)/C(C#N)=C/c1cc2ccccc2nc1N1CCCCC1 | nt | nt | 0.4 | 1469 | 7% | i | 49 | 11 | 5% | i | -14 | 2.9 | 2.2 | 2.1 | 0.37 | 0.0041 | 0.25 | -0.2
Cc1cc(NC(=O)c2cccc(S(=O)(=O)N3CCCC3)c2)no1 | 0.19 | 1539 | -1.3 | 1031 | 19% | i | 5 | 21 | 21% | i | -1 | 3.4 | 2.8 | 2.8 | -0.14 | -0.13 | -0.25 | -0.87
O=C(Nc1c(-c2cccs2)nc2ccccn12)c1ccc2ccccc2c1 | 0.84 | 1501 | 2.1 | 1061 | 14% | i | 2 | 12 | 7% | i | 16 | 7.5 | 3.3 | 5.8 | -0.55 | -0.21 | -0.4 | -0.002
CC(C)CCNC(=O)c1ccc(Cl)c(N)c1 | -0.31 | 1541 | 1.1 | 1512 | -2% | i | 9 | -10 | -9% | i | 13 | 5.5 | 2.6 | 12 | 1 | -0.27 | 1.3 | -1.8
Cc1ccc(NC(=O)COC(=O)c2cc(Cl)cc(Cl)c2)c(Br)c1 | 0.31 | 1314 | 0.1 | 504 | -7% | i | -30 | -10 | -5% | i | -6 | 3.8 | 2.2 | 0.1 | -0.55 | -0.32 | 0.28 | 0.65
Fc1ccc2c(c1)C(c1ccncc1)=NNC(c1ccc(Cl)cc1)=N2 | nt | nt | nt | nt | 8% | i | 3 | 8 | 8% | i | 25 | 1.5 | 2.5 | 7.4 | -0.49 | -0.24 | -0.52 | 0.63
CN(Cc1ccccc1)C(=O)c1nn2cccnc2c1Cl | -0.21 | 1522 | 0.3 | 914 | -3% | i | 16 | 3 | 6% | i | 0 | 2.5 | 1.6 | 9.0 | -1.4 | -0.24 | -0.18 | 0.33
Cc1nc2c(cnn2-c2ccc(Cl)cc2)c(=O)n1-c1ccc(N2CCC(C)CC2)cc1 | -0.4 | 993 | nt | nt | -1% | nt | -1 | 7 | 1% | i | -4 | 4.4 | 2.5 | 8.4 | 2.7 | 0.14 | 1.9 | -1.4
c1cncc(Oc2cccc(Oc3cccnc3)c2)c1 | nt | nt | -1.1 | 1199 | -2% | i | 8 | -14 | -5% | i | 3 | 1.8 | 1.5 | 1.0 | -1.2 | -0.27 | -1.1 | 0.066
O=C(Nc1cccnc1)c1ccc(NC(=O)c2ccco2)cc1 | 1.7 | 1145 | -4.0 | 1128 | 5% | i | -17 | -6 | 2% | i | -5 | 2.2 | 1.6 | 8.0 | -0.3 | -0.19 | -0.57 | 1.1
O=C(c1cc[n+]([O-])cc1)N1CCc2c([nH]c3ccccc23)C1c1ccccc1Cl (stereo unspecified) | 0.16 | 1407 | 2.6 | 1085 | 10% | i | 2 | -2 | 6% | i | 6 | 1.3 | 2.3 | 14 | 0.39 | -0.18 | 0.24 | -0.98
O=C(CCC1CCCC1)Nc1nnc(-c2ccc3c(c2)OCO3)s1 | 0.05 | 1218 | nt | nt | 8% | nt | -1 | 3 | 1% | i | 5 | 5.8 | 1.6 | 12 | 1.1 | -0.12 | 0.37 | -0.58
O=C(CN1CCOCC1)N1CCN(c2ccc([N+](=O)[O-])cc2)CC1 | 0.37 | 1555 | -0.8 | 1575 | nt | i | -7 | 7 | nt | i | 4 | 2.4 | 1.4 | 0.7 | 0.084 | -0.13 | 0.15 | 0.42
Cc1cnc(C(=O)NCc2ccc(Cl)cc2Cl)cn1 | 0.69 | 1148 | -1.3 | 1079 | -3% | i | -8 | 9 | -2% | i | 0 | 3.1 | 2.7 | 10 | -0.81 | -0.33 | -0.084 | 0.44
Cn1c(=O)oc2cc(S(=O)(=O)NCCC(=O)N3CC=C(c4ccccc4)CC3)ccc21 | 1.9 | 1539 | 0.7 | 1281 | 7% | i | 8 | 14 | 28% | i | 19 | 3.9 | 2.3 | 6.4 | -1.2 | -0.24 | -0.55 | 0.52
COc1ccc(C2C(C(C)=O)=C(O)C(=O)N2c2nccs2)cc1 (stereo unspecified) | 0.42 | 1253 | -2.5 | 1222 | -3% | i | -3 | 25 | -19% | i | -16 | 2.5 | 1.3 | 2.4 | 0.5 | -0.24 | 0.57 | 1
CCCCC(c1nnnn1CC1CCCO1)N1CCN(c2nc3ccccc3s2)CC1 (stereo unspecified) | -1.3 | 1019 | 0.8 | 869 | 4% | i | 11 | 15 | -7% | i | 2 | 5.0 | 2.9 | 8.3 | 0.25 | -0.051 | 0.18 | -0.002
COc1ccc(CNc2nc3nc(C)c(Cl)c(=O)n3[nH]2)cc1 | 0.51 | 1416 | -2.7 | 1066 | nt | i | nt | nt | nt | nt | nt | nt | nt | nt | -0.14 | -0.21 | -0.24 | -0.23
O=C(CN1CCN(C(=O)c2ccccc2F)CC1)Nc1ccc(Br)cc1 | -0.7 | 1994 | -0.9 | 1052 | 9% | i | 20 | 24 | 8% | i | 2 | 3.7 | 3.1 | 12 | -2 | -0.21 | -1.4 | 1.4
COc1ccccc1CNC(=O)C1(NC(=O)Nc2ccc(C)cc2)CCCCC1 | -0.52 | 1253 | -3.1 | 1148 | 0% | i | -12 | -12 | -6% | i | 2 | 3.7 | 2.0 | 11 | -0.73 | 0.99 | -0.28 | 0.26
Cc1cnc(C(=O)Nc2ccc(C)c(S(=O)(=O)N(C)C)c2)cn1 | 0.44 | 1481 | -1.1 | 1031 | 8% | i | -8 | 19 | 9% | i | 1 | 4.1 | 1.7 | 4.0 | -0.11 | -0.2 | -0.2 | -0.09
O=C(C[n+]1cccc2ccccc21)c1ccc([N+](=O)[O-])cc1 | -0.43 | 960 | 0.8 | 1019 | -20% | i | 42 | 17 | -2% | i | 12 | 2.3 | 2.2 | 1.2 | 0.28 | 1.2 | -0.12 | -0.86

Given tab-delimited: two of the compounds above
canonical_smiles	Ins promoter up	Ins promoter up cell count	b-catenin transl	b-catenin transl cell count 5 µM	PMI inhibitors	Yfh1-off respiration	WT yeast gro inh	WT yeast gro inh mutant strain	PMI inhibition	Autophagy HCS	Autophagy HCS cell loss 18 h	MT stabilizer	MT stabilizer Hoechst-high %	MT stabilizer cytotoxicity %	Dynein transport	Dynein transport cytoplasmic EGFP	Dynein transport nuclear GR-EGFP	Dynein transport cell count
Fc1ccc2c(c1)C(c1ccncc1)=NNC(c1ccc(Cl)cc1)=N2	nt	nt	nt	nt	8%	i	3	8	8%	i	25	1.5	2.5	7.4	-0.49	-0.24	-0.52	0.63
O=C(Nc1cccnc1)c1ccc(NC(=O)c2ccco2)cc1	1.7	1145	-4.0	1128	5%	i	-17	-6	2%	i	-5	2.2	1.6	8.0	-0.3	-0.19	-0.57	1.1

Bioassay records (PubChem)
